Bioassay records as filed in PubChem BioAssay.
Rab2 wt GTP: changes GTP binding to wildtype dog Rab2A, up or down; actives 0.19% (n = 190,000); AID 760; GTP binding activity, % at 10 µM; P61105; GST-Rab2 wt beads, Bodipy-GTP binding, flow cytometry;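 active = GTP binding activity at least 20 points away from 100%, either lowered or raised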;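 also: 0% = beads with excess unlabeled GTP and 100% = no-compound control corrected for plate trend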
Pf gametocyte: P. falciparum stage V gametocyte viability inhibition. AID 743093. inhibition, % at 10.9 µM. actives 0.065% (n = 150,000). P. falciparum stage V gametocytes, ATP luminescence, 24 h;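 active = inhibition above the mean plus 3 SD of compounds within the control limits, set per campaign, cut at about 38% in these data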;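 also: 0% = DMSO wells and 100% = medium only without gametocytes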
Rac1 wt GTP bind: human Rac1 wildtype GTP binding, inhibitors and activators | GST-Rac1 beads, fluorescent GTP binding, flow cytometry; actives lie on both sides; 0 = cold GTP competed, 100 = untreated | GTP binding activity (% of control), % at 10 µM | AID 757 | P63000 | actives 0.27% (n = 190,000);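 active = GTP binding activity at least 20 points away from the 100% control level, either lower or higher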
Bim-Mcl-1: human Bim-Mcl-1 interaction inhibition; inhibition, % at 10 µM; Bead-based flow cytometry, Bim peptide-Mcl-1 binding; actives 0.1% (n = 190,000); Q07820; in the data active = inhibition above about 40%;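 also: 0% = no compound tracer wells and 100% = peptide blocker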
Target sequence (Q07820 whole entry, looked up): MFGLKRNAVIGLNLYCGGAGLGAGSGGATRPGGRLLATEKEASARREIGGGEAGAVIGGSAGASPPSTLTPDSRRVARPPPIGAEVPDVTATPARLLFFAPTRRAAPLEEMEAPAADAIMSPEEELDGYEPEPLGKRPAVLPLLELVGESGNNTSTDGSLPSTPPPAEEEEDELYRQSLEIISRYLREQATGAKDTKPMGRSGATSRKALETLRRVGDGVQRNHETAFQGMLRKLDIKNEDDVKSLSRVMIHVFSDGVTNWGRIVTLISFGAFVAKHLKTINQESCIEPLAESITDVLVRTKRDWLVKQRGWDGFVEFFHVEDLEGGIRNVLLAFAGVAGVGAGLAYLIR
Cdc42 wt GTP: modulators (inhibitors or activators) of GTP binding to human Cdc42 wildtype; percent activity (GTP binding), % at 10 µM; P60953; actives 0.2% (n = 190,000); GST-Cdc42 beads, Bodipy-GTP binding, flow cytometry; actives lie on both sides;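 active = percent activity GTP binding at least 20 points away from the 100% baseline, either down as inhibitor or up as activator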;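 also: median bead fluorescence of bound Bodipy-FL-GTP at 100 nM; 0% = excess unlabeled GTP control and 100% = no compound control; below 100% means less GTP binding so inhibitor and above means activator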
Target sequence (P60953 whole entry, looked up): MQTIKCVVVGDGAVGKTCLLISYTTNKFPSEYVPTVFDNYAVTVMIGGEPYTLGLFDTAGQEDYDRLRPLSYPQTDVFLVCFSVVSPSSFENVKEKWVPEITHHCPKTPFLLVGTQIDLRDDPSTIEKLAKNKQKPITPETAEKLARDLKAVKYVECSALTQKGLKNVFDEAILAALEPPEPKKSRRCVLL
Mcl1-Bid inh: Mcl-1/Bid interaction inhibition | TR-FRET Mcl-1/Bid-Dy647 peptide binding, 1536-well | inhibition, % at 21.7 µM | actives 0.97% (n = 220,000) | AID 1021;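 active = compounds that cut the binding signal by more than half at the single screening dose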;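 also: His-tagged Mcl-1 with europium anti-His antibody binding Bid BH3 peptide; 0% = Mcl-1 plus peptide wells and 100% = peptide-only wells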
Rac1 mut GTP: human Rac1 activated mutant GTP binding change | P63000 | GST-Rac1 activated beads, fluorescent GTP binding, flow cytometry; actives lie on both sides; 100% means binding = to untreated wells | percent activity (GTP binding), % at 10 µM | actives 0.11% (n = 190,000) | AID 764;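 active = GTP binding at least 20 percentage points away from the 100% baseline, in either direction, so actives lie on both sides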
Rab7 wt GTP bind: modulators of GTP binding to dog Rab7 wildtype GTPase; GST-Rab7 beads, fluorescent GTP binding, flow cytometry; actives lie on both sides; untreated = 100%, excess cold GTP = 0%; GTP binding activity (percent of control), % at 10 µM; actives 0.055% (n = 190,000); AID 758;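 active = fluorescent GTP binding to Rab7 beads changed by at least 20 points from the 100% baseline, either direction, mostly lower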;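 also: median green fluorescence of bound Bodipy-FL-GTP per Rab7 bead population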
Avidin fluor: compound fluoresces at 488/530 nm on avidin beads; compound fluorescence 488/530 nm, flow cytometry; active compounds read high; fluorescence (KMESF) at 10 µM; actives 0.38% (n = 220,000); AID 1775; in the data active = fluorescence above about 47; also: inactives centre near 10
Mcl1 Noxa PPI: disrupts binding of human Mcl-1 to Noxa peptide | Q07820 | TR-FRET Mcl-1/Noxa peptide binding, 2 h | inhibition, % at 21.7 µM | actives 1.5% (n = 220,000);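 active = compounds that cut the protein-peptide binding signal by more than 50% relative to plate controls in a single-dose test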;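 also: His-tagged Mcl-1 with rhodamine Noxa BH3 peptide and terbium anti-His antibody; 0% = Mcl-1 plus Noxa peptide wells and 100% = peptide-only wells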
HRas wt GTP: human HRas wildtype GTP binding, change in either direction; P01112; GST-Ras wt beads, Bodipy-FL-GTP binding, flow cytometry; actives lie on both sides; GTP binding activity, % at 10 µM; actives 0.14% (n = 190,000);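 active = GTP binding activity at least 20% away from the 100% baseline, either lowered as inhibitor or raised as activator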;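 also: 0% = unlabeled GTP competition control and 100% = no-compound control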
Target sequence (P01112 whole entry, looked up): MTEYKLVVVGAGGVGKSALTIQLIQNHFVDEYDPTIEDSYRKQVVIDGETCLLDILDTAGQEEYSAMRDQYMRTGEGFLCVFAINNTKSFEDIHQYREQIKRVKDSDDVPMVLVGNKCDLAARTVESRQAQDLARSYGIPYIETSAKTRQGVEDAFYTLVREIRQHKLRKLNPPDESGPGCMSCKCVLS
* hit, by the source's call; · = not tested or not shown; [ ] = another dose, or the depositor's remark.

SMILES	Rab2 wt GTP	Pf gametocyte	Rac1 wt GTP bind	Bim-Mcl-1	Cdc42 wt GTP	Mcl1-Bid inh	Rac1 mut GTP	Rab7 wt GTP bind	Avidin fluor	Mcl1 Noxa PPI	HRas wt GTP
O=C(O)c1ccc(S(=O)(=O)c2ccc3c(c2)C(=O)N(NC(=O)c2ccc(O)cc2)C3=O)cc1	96	·	96	13	105	-12	93	99	9	23	96
CCCCc1ccc(N=N/C(C(=O)Nc2cc(OC)c(NC(C)=O)cc2OC)=C(/C)O)cc1	102	·	101	-3	103	25	100	97	14	27	100
O=C(NC1CCCCC1)C(c1ccncc1)N(CC1CCCO1)C(=O)C(F)(F)F (centres undefined)	102	·	102	0	100	-9	99	101	35	18	100
Cc1ccc(NC(=S)c2ccc(N(C)C)cc2)cc1	104	7	106	0	102	-21	103	99	11	-9	103
O=S(=O)(NCc1ccncc1)c1ccc(S(=O)(=O)NCC2CCCO2)cc1 (centres undefined)	97	9	98	0	97	-31	96	98	34	-2	98
COc1cc2[nH]c(=O)n(Cc3ccc(C(=O)NC4CCN(Cc5ccccc5)CC4)cc3)c(=O)c2cc1OC	97	-23	102	1	99	1	97	104	14	26	98
CCOC(=O)c1c(C)c(C(=O)Nc2ccccc2)c(C)n1CC	96	·	96	-1	99	-4	96	96	14	-5	98
COc1ccc(CN=Cc2c(C(F)(F)F)[nH][nH]c2=O)cc1	104	-7	107	-6	103	8	100	101	12	32	99
CN(C)S(=O)(=O)c1cccc(NC(=O)c2cncc(Br)c2)c1	96	0	105	-5	100	-7	100	99	12	8	99
Cc1ccc(Nc2nc(N)nc(CN3CCN(c4ccccc4)CC3)n2)cc1Cl	98	-8	104	-4	98	-15	98	98	15	12	99
CC(NC(=O)Cn1cnc([N+](=O)[O-])n1)c1ccccc1 (centres undefined)	102	·	104	1	103	-15	94	103	8	17	103
CC(=O)c1ccccc1OCC(O)CN1CCN(C(c2ccccc2)c2ccccc2)CC1 (centres undefined)	101	-1	100	2	101	-15	99	105	13	21	103
CCCCNc1oc(-c2ccc(OC)cc2)nc1S(=O)(=O)c1ccccc1	99	·	105	-2	101	2	97	95	11	13	100
O=C(Cn1cnc2ccccc21)Nc1ccc(SC(F)F)cc1	95	16	97	0	95	2	97	96	24	15	96
COC(=O)C1=C(C)NC(C)=C(C(=O)OC)C1c1ccc2ccccc2n1	100	·	102	3	100	-29	99	101	9	5	100
CCCCN(CC)Cc1ccc(CNC(=O)Nc2ccc(OCC)cc2)o1	100	·	103	-5	105	-23	101	98	87*	-3	101
O=C(NCc1ccccn1)c1cc(-c2ccccc2Cl)on1	100	·	102	0	104	-11	100	100	14	9	103
Cc1nnc(SCc2nnc(-c3cccs3)o2)n1C1CCCCC1	97	·	103	-10	98	-15	97	97	13	7	99
CCC(C)(C)n1nnnc1C(c1cc2cc3c(cc2[nH]c1=O)OCO3)N1CCN(C)CC1 (centres undefined)	104	·	106	-3	105	-5	101	101	9	-23	105
CCCCNC(=O)Cc1c(OC)ccc2cc(Br)ccc12	98	9	106	-3	103	-25	100	105	4	18	101
CCN1CCCC1CNC(=O)C(=O)Nc1ccccc1 (centres undefined)	102	7	103	-3	103	4	102	110	13	3	101
COc1cccc(-c2nnc(-c3ccc(C(F)(F)F)cc3)o2)c1OC	101	1	102	-32	100	-10	101	101	8	-10	100
O=S(=O)(c1ccc2nc(COc3ccccc3)[nH]c2c1)N1CCOCC1	103	·	104	-8	101	18	101	99	26	17	103
Cc1ccccc1CN1CCN(CC(=O)NCc2ccc3c(c2)OCO3)C1=O	101	9	108	-1	101	-18	97	102	21	2	101
CCc1nnc(NC(=O)CSc2nc3ccccc3o2)s1	98	·	95	-6	96	-9	94	98	3	12	98

Single entries from the entries so far:
Reading of `COc1ccc(CN=Cc2c(C(F)(F)F)[nH][nH]c2=O)cc1` under Rab7 wt GTP bind: 101
Reading of `O=C(NCc1ccccn1)c1cc(-c2ccccc2Cl)on1` under Rac1 mut GTP: 100

Compound profiles, as listed above. Order of screens: Rab2 wt GTP, Pf gametocyte, Rac1 wt GTP bind, Bim-Mcl-1, Cdc42 wt GTP, Mcl1-Bid inh, Rac1 mut GTP, Rab7 wt GTP bind, Avidin fluor, Mcl1 Noxa PPI, HRas wt GTP
CCc1nnc(NC(=O)CSc2nc3ccccc3o2)s1 reads 98, ·, 95, -6, 96, -9, 94, 98, 3, 12, 98
O=C(O)c1ccc(S(=O)(=O)c2ccc3c(c2)C(=O)N(NC(=O)c2ccc(O)cc2)C3=O)cc1 reads 96, ·, 96, 13, 105, -12, 93, 99, 9, 23, 96
Cc1ccc(Nc2nc(N)nc(CN3CCN(c4ccccc4)CC3)n2)cc1Cl reads 98, -8, 104, -4, 98, -15, 98, 98, 15, 12, 99
COc1cc2[nH]c(=O)n(Cc3ccc(C(=O)NC4CCN(Cc5ccccc5)CC4)cc3)c(=O)c2cc1OC reads 97, -23, 102, 1, 99, 1, 97, 104, 14, 26, 98
Cc1ccccc1CN1CCN(CC(=O)NCc2ccc3c(c2)OCO3)C1=O reads 101, 9, 108, -1, 101, -18, 97, 102, 21, 2, 101

The main list resumes, starting 4 compounds before the break.
SMILES	Rab2 wt GTP	Pf gametocyte	Rac1 wt GTP bind	Bim-Mcl-1	Cdc42 wt GTP	Mcl1-Bid inh	Rac1 mut GTP	Rab7 wt GTP bind	Avidin fluor	Mcl1 Noxa PPI	HRas wt GTP
COc1cccc(-c2nnc(-c3ccc(C(F)(F)F)cc3)o2)c1OC	101	1	102	-32	100	-10	101	101	8	-10	100
O=S(=O)(c1ccc2nc(COc3ccccc3)[nH]c2c1)N1CCOCC1	103	·	104	-8	101	18	101	99	26	17	103
Cc1ccccc1CN1CCN(CC(=O)NCc2ccc3c(c2)OCO3)C1=O	101	9	108	-1	101	-18	97	102	21	2	101
CCc1nnc(NC(=O)CSc2nc3ccccc3o2)s1	98	·	95	-6	96	-9	94	98	3	12	98
CCC(=O)N=c1sc2ccccc2n1-c1ccccc1	94	17	98	4	95	4	96	90	9	1	94
Cc1cccc(C)c1OCC(O)CN1CCCCC1 (centres undefined)	99	24	103	-1	98	-2	97	99	8	6	98
O=C(CCC1CC(=O)Nc2ccccc21)NCc1ccc(F)cc1 (centres undefined)	99	·	106	-4	102	-6	102	100	27	6	104
O=C(NCc1ccco1)C12CC3CC(C1)CC(C(=O)NCc1ccco1)(C3)C2	102	·	104	-4	103	-8	100	100	13	3	101
CCOC(=O)CNC(=O)CN1CCCN(S(=O)(=O)c2ccc(Br)s2)CC1	105	·	101	0	106	-14	101	98	16	-9	104
CC(C)C1NC(=S)N(Cc2ccccc2)C1=O (centres undefined)	98	·	100	6	99	·	96	94	9	·	97
COc1cccc(-c2cc(C(=O)Nc3c(C)nn(Cc4ccccc4)c3C)no2)c1	102	·	103	-5	101	-10	99	103	-1	18	102
O=C(Nc1nnc(SCc2ccc(F)cc2)s1)C1Cc2ccccc2CN1C(=O)c1ccco1 (centres undefined)	100	-26	98	-1	100	-18	100	100	16	-10	100
CCN(CC)S(=O)(=O)c1ccc2oc(C(=O)N3CCc4ccccc4C3)c(C)c2c1	108	·	128*[activator]	-6	107	-27	107	109	13	12	110
O=[N+]([O-])c1cc(-c2nnc(N3CCOCC3)c3ccccc23)ccc1N1CCOCC1	99	·	102	1	99	-28	100	108	12	10	98
O=C(CN(C(=O)c1ccccc1Cl)C1CCCCC1)Nc1ccc(Cl)c([N+](=O)[O-])c1	100	·	105	-4	98	-25	100	103	12	22	101
COc1cc(C)c(Br)cc1S(=O)(=O)NCc1ccccc1	100	2	99	-3	100	-5	101	100	14	-6	102
CCCCCn1c(SCCOCC)nc2c1c(=O)[nH]c(=O)n2C	100	·	107	-1	104	-14	101	97	6	-16	103
CS(=O)(=O)N1CC2CCCN2c2cc(C(F)(F)F)ccc21 (centres undefined)	96	·	100	2	95	-19	96	101	11	24	99
COC(=O)[C@@H]1C[C@H]1[C@@H](NS(=O)(=O)c1ccccc1)c1ccccc1	101	·	108	-1	104	3	100	100	11	-5	101
c1cncc(C2Nc3ccccc3-c3nc4ccccc4n32)c1 (centres undefined)	95	·	95	2	96	-24	95	95	9	-12	97
CCn1c(=O)c(=O)[nH]c2cc(C(=O)Nc3ccc(S(=O)(=O)N4CCCC4)cc3)ccc21	97	-16	99	2	98	-5	95	95	13	42	100
CCOC(=O)c1cc(-c2ccc(C)cc2)n(CC(=O)NCc2ccco2)c1C	97	·	96	2	98	-17	94	99	3	13	97
Cc1noc(C)c1COc1ccc(C(=O)O)cc1	102	-26	96	0	97	-4	96	104	12	-8	97
Cc1ccccc1Cn1nc(C)c(NC(=O)c2noc3c2CC(C(C)(C)C)CC3)c1C (centres undefined)	100	·	100	-1	97	4	98	97	30	2	98
OCC1CCCN(C2CCN(Cc3nc(Cc4cccc(C(F)(F)F)c4)no3)CC2)C1 (centres undefined)	99	1	100	0	95	-4	97	105	10	-3	101
COc1ccc(CCNC(=O)CN2CCCc3ccccc32)cc1OC	96	-25	98	-2	102	-55	96	93	7	1	98
CC(NC(=O)Nc1ccccc1F)C(C)(C)C (centres undefined)	103	-6	103	-2	101	-7	95	106	11	-11	101
CCNC(=S)NNc1nc(N2CCCCC2)nc(N2CCOCC2)n1	96	-3	98	1	95	-54	95	96	24	7	95
CC1CN(C(=O)Cc2ccc(-c3ccccc3)cc2)CC(C)O1 (centres undefined)	93	·	93	0	97	-3	93	93	29	6	97
CCCOC(=O)Nc1nc(-c2ccc(C)cc2)c(C)s1	95	-13	98	0	98	-1	94	99	29	8	96
COc1ccc(NC(=O)c2ccc(Cn3cc(Cl)cn3)cc2)cc1	103	-5	105	-1	102	-6	100	100	18	13	101
COc1ccc(C2C(C#N)=C(N)N(Nc3ccccc3)C3=C2C(=O)CC(C)(C)C3)cc1C (centres undefined)	98	·	97	-1	100	-36	96	96	37	4	99
CCn1c(Cc2ccc(OC)cc2)nnc1SCC(=O)Nc1nc2ccccc2s1	99	·	105	-2	98	12	99	101	16	10	99
Cc1ccc(C(=O)Nc2ccc(C(=O)N3CCCCC3C)cc2)cc1 (centres undefined)	98	5	101	0	98	9	100	107	8	5	98
